Assay outcomes deposited in PubChem by several laboratories.
MgcRacGAP inhibition = MgcRacGAP GTPase-activating activity inhibitors, confirmation, biochemical, ADP Hunter fluorescence; MgcRacGAP-stimulated Rac1 GTP hydrolysis, ADP Hunter fluorescence; higher % means a stronger effect; GST-tagged Rac1 F28L mutant substrate; inhibition, % at 30 µM; hits with a dose series show IC50 in µM; 0.6% of 340,000 active; AID 624330;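 active means first-screen hits whose inhibition reached a set limit at any dose in the follow-up dose series; inconclusive means inhibition above the set first-screen limit but never retested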;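 further: fluorescence reports GDP produced by GAP-driven GTP hydrolysis; strong numbers were not always called active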
KOR beta-arrestin-1 = kappa opioid receptor blockers – cell-based, luminescence, uHTS (AID 1778) | 0.091% of 290,000 active | KOR beta-arrestin recruitment, luminescence, antagonist mode; higher % means a stronger effect | inhibition, % at 10 µM, or IC50 in µM where a hit was titrated; in the data active means inhibition above about 50%; further: strong numbers were not always called active
UTI89 phage lysis = inhibition of K1F phage lysis, E. coli UTI89, bacterial capsule biogenesis inhibitors, alamar blue (AID 488966); E. coli UTI89 K1F phage lysis, alamar blue, 2 h; higher % means a stronger effect; one-dose inhibition, % at 100 µM; IC50 in µM for titrated hits; 0.02% of 340,000 active;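 active means phage lysis inhibition, versus mean bacterial control, above a set limit; inconclusive means no clear call, values can overlap the other calls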;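 further: capsule biogenesis inhibitors block K1F phage lysis so surviving cells raise fluorescence; higher fluorescence means more inhibition of phage lysis; actives were called in the ten point dose series up to 300 µM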
KOR beta-arrestin-2 = kappa opioid receptor activators – cell-based, luminescence, uHTS, primary screen (AID 1777); KOR beta-arrestin recruitment, luminescence; higher % means a stronger effect; activation, % at 10 µM, or EC50 in µM where a hit was titrated; 0.02% of 280,000 active; in the data active means activation above about 50%, passing the limit was not always enough; further: a part of the inactive calls stands beside numbers as strong as those of hits
GPR55 LPI antagonism = GPR55 antagonists blocking LPI-driven arrestin recruitment, primary screen, imaging, U2OS, beta-arrestin-GFP, LPI agonist (AID 2013). U2OS GPR55 beta-arrestin-GFP translocation imaging, LPI antagonism; higher % means a stronger effect. one-dose inhibition, % at 10 µM; IC50 in µM for titrated hits. 0.13% of 290,000 active;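 active means spots per cell inhibited over 60%, with over 100 cells counted and total cytoplasm intensity under 500,000; inconclusive means wells with under 100 cells, flagged as likely toxic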;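 further: U2OS cells stably carrying GPR55 and arrestin-GFP stimulated by 5 µM LPI near EC80; imaged beta-arrestin-GFP aggregate spots per cell after agonist stimulation; plate controls were LPI-stimulated DMSO wells for no effect and DMSO wells without LPI for full effect; some results filed as inactive read as strong as hits; confirmed hits need IC50 under 10 µM and bright autofluorescent wells are also inconclusive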
GPR55 activation = selective activators of receptor GPR55 – imaging, U2OS cells, beta-arrestin-GFP redistribution, primary screen (AID 1961). U2OS GPR55 beta-arrestin-GFP redistribution imaging; higher % means a stronger effect. activation, % at 10 µM; hits with a dose series show EC50 in µM. 0.048% of 290,000 active;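 active means activation above 40% with more than 50 cells counted in the well; inconclusive means wells holding fewer than 50 cells, flagged as toxic or sparse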;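 further: U2OS osteosarcoma cells stably expressing GPR55 and beta-arrestin-GFP; plate controls were DMSO negative control for no effect and LPI positive control for full effect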
NTR1 agonist = NTR1-driven beta-arrestin-GFP spot formation – imaging, U2OS cells, high content, primary screen (AID 493036); agonist mode; 0.17% of 330,000 active; P30989; activation, % at 20 µM;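 active means activation at or above 40% of the spot to cytoplasm intensity ratio, with at least 20 cells analyzed; inconclusive means wells under 20 cells, flagged as cytotoxic or low count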;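 further: 0% = DMSO without peptide and 100% = 100 nM NTR1 peptide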
Target sequence (P30989 whole entry, looked up): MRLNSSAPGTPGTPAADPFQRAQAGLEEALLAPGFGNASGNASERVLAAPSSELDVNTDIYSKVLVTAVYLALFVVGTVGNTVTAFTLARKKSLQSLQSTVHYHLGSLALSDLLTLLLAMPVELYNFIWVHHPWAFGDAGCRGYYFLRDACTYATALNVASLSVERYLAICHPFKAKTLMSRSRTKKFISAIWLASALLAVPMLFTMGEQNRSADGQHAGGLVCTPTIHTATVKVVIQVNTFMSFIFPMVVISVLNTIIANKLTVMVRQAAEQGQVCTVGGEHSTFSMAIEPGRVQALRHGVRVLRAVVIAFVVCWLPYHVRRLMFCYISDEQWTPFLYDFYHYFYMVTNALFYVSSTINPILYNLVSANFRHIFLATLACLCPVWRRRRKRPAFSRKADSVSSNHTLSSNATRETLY
GPR35 antagonists = GPR35 antagonists blocking zaprinast-driven arrestin recruitment, primary screen, imaging, U2OS, beta-arrestin-GFP, zaprinast agonist (AID 2058); 0.052% of 290,000 active; U2OS GPR35 beta-arrestin-GFP translocation imaging, zaprinast antagonism; higher % means a stronger effect; inhibition, % at 10 µM, or IC50 in µM where a hit was titrated;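 active means inhibition of at least 50% with at least 30 cells and total cytoplasm GFP at most 10,000,000; inconclusive means under 30 cells or total GFP of 10,000,000 plus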
NOD1 NF-kB reporter = inhibition of NOD1-driven NF-kB reporter – cell-based, luminescence, uHTS, primary screen (AID 1578). 1% of 290,000 active. NOD1-driven NF-kB luciferase reporter cells, luminescence; higher % means a stronger effect. inhibition, % at 4 µM, or EC50 in µM where a hit was titrated; in the data active means inhibition mostly above about 36%, no sharp cut-off; inactive means mostly below about 34%;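 further: HEK-293T reporter cells stimulated with the NOD1 agonist gamma-tri-DAP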
NTR1 agonist cell count 20 µM = second read-out of NTR1 agonist, no call of its own (marks repeat the call); cell count; measured here: cell count, cytotoxicity flag
Starred values were filed as active, the others as inactive; u = inconclusive; x = not tested or not shown; [ ] = dose if it differs, or a comment. A portion of the library; the hit share may differ from the screen's.

canonical_smiles,MgcRacGAP inhibition,NTR1 agonist,UTI89 phage lysis,KOR beta-arrestin-2,KOR beta-arrestin-1,GPR55 activation,GPR55 LPI antagonism,NTR1 agonist cell count 20 µM,NOD1 NF-kB reporter,GPR35 antagonists
Cc1ccccc1NC(=O)CSc1nc(N)c(C#N)cc1C#N,9%,1.9,7.2%,-4.5%,11%,0.0%,10%,69,14%,2%
Cc1c(NC(=O)COC(=O)c2cc(-c3cccc4ccccc34)nc3ccccc23)c(=O)n(-c2ccccc2)n1C,1%,0.7,-0.9%,3.8%,9%,-0.2%,9%,49,-26%,24%
CSc1ccc(S(=O)(=O)Nc2ccc(F)cc2)cc1,11%,-0.4,0.3%,-2.4%,0%,-0.2%,11%,47,x,16%
Cc1cc(C)n(-c2ccc(N3CCOCC3)nn2)n1,11%,0.6,0.4%,-5.5%,-70%,-0.1%,4%,27,2%,6%
CC(=O)Nc1ccc(NC(=O)CC(NC(=O)c2ccccc2)c2ccccc2)cc1 (stereo not drawn),1%,1.7,0.2%,-0.3%,5%,0.0%,3%,79,-3%,-11%
CC1=C(C)C(=O)N(C(C)CCc2ccccc2)C1=O (stereo not drawn),3%,-0.2,0.7%,-4.8%,-11%,-0.1%,-6%,70,-5%,4%
CCc1nn2c(=O)cc(CSCC(=O)Nc3ccccc3Cl)nc2s1,10%,0.3,0.3%,-1.6%,-2%,-0.1%,11%,63,-10%,6%
O=C(CN1CCN(Cc2ccccc2)CC1)c1c[nH]c2ccccc12,6%,-1.9,1.6%,-5.0%,4%,-0.2%,7%,51,-16%,11%
COc1ccc(/C=C/C(=O)OCc2nc3ccccc3c(=O)[nH]2)c(OC)c1,10%,2.6,0.6%[50 µM],5.3%,3%,-0.2%,-2%,55,-1%,16%
Cc1ccc(CNC(=O)CCCCn2c(=O)[nH]c3ccsc3c2=O)cc1,5%,1.6,0.6%[50 µM],-3.2%,10%,-0.3%,-2%,63,-36%,-3%
CCOc1cccc(N2C(=O)CC(N(CCc3ccc(OC)c(OC)c3)C(=O)CC)C2=O)c1 (stereo not drawn),9%,-1.2,0.2%,-5.3%,8%,-0.1%,-10%,34,-14%,-11%
CCOc1cc(C(=O)N(C)c2ccccc2)cc(OCC)c1OCC,2%,0.1,3.5%,-0.4%,-14%,-0.5%,-6%,37,-27%,3%
CN1CCN(S(=O)(=O)c2ccc(CNC(=O)c3ccccc3)s2)CC1,8%,-1.4,0.2%,1.5%,-8%,-0.1%,-1%,82,-9%,16%
Nc1ncnc(Nc2cccc(C(F)(F)F)c2)n1,9%,-1.4,2.4%,0.0%,-2%,-0.2%,-16%,48,22%,4%
O=S(=O)(c1ccc(F)cc1)N1CCCNCC1,5%,-1.4,0.0%,-1.7%,-12%,-0.1%,-7%,72,-2%,8%
CC(C)N(C(=O)Cn1cc(S(=O)(=O)CC(=O)NC2CCCCC2)c2ccccc21)C(C)C,7%,1.4,-0.1%,-3.5%,3%,0.7%,13%,58,-1%,2%
CC(=O)C1CCCN(C(=O)c2ccc3oc(CCc4ccccc4)nc3c2)C1 (stereo not drawn),12%,-0.3,-0.1%,5.3%,-20%,-0.1%,10%,60,0%,2%
CCCCSCc1ccc(C(=O)O)o1,-4%,0.2,-0.4%,4.6%,9%,-0.3%,-2%,71,-32%,-12%
CC(=O)c1c[nH]c(C(=O)NC2CCCCCC2)c1,6%,0.2,-0.6%[50 µM],-5.0%,22%,-0.1%,10%,68,-20%,-5%
CCC1CCCCN1CCCNC(=O)CNC(=O)Cn1ccc2ccccc2c1=O (stereo not drawn),4%,3.6,-0.5%,-1.6%,-11%,-0.1%,26%,67,-20%,5%
CCN(C(=O)CSc1nc2cc(S(=O)(=O)N(CC)CC)ccc2o1)C1CCS(=O)(=O)C1 (stereo not drawn),6%,1.2,0.7%[50 µM],7.3%,-15%,-0.1%,9%,56,-3%,-7%
O=C(N=C1SC2CS(=O)(=O)CC2N1c1cc(Cl)ccc1Cl)C1CC1 (stereo not drawn),8%,1.3,0.3%,-6.8%,-18%,-0.2%,6%,46,-36%,2%
Cc1ccc(-n2c(N)cc(=O)nc2SCC(=O)N2CCN(c3ccccc3)CC2)cc1C,5%,2.1,-0.1%,5.9%,-29%,0.3%,-4%,62,6%,16%
Cc1ccc2c(c1)CCCN2C(=O)c1ccncc1,5%,0.7,-0.5%,0.5%,-61%,0.7%,4%,85,-14%,4%
Cc1ccc(-n2c(=S)[nH]c3c(oc4ccccc43)c2=O)cc1C,26%,-1.8,3.9%,-4.7%,11%,0.7%,4%,51,-26%,-7%
O=S(=O)(NC1c2cccc3cccc(c23)C1Sc1ncccn1)c1ccc(Cl)cc1 (stereo not drawn),11%,6.4,0.9%,4.3%,22%,-0.2%,31%,43,15%,1%
OCCNc1nc(OCC(F)(F)F)nc(N2CCN(C34CC5CC(CC(C5)C3)C4)CC2)n1,-2%,1.2,1.3%,3.1%,-4%,-0.1%,18%,42,-26%,-2%
Cn1ncc2c(Nc3cccc(Cl)c3)nc(Nc3cccc(Cl)c3)nc21,2%,64*,0.0%,-0.3%,34%,0.4%,7%,97*,-8%,1%
Clc1cnc(N/N=C/c2cccs2)c(Cl)c1,13%,-0.6,0.4%,4.0%,-25%,-0.3%,14%,47,x,3%
CC(=O)Nc1cccc(OCC(=O)NCCC2=CCCCC2)c1,3%,1.2,0.4%,-4.1%,22%,0.5%,15%,54,-30%,-10%

One compound at a time (already shown):
Record of OCCNc1nc(OCC(F)(F)F)nc(N2CCN(C34CC5CC(CC(C5)C3)C4)CC2)n1 → MgcRacGAP inhibition = -2%; NTR1 agonist = 1.2; UTI89 phage lysis = 1.3%; KOR beta-arrestin-2 = 3.1%; KOR beta-arrestin-1 = -4%; GPR55 activation = -0.1%; GPR55 LPI antagonism = 18%; NTR1 agonist cell count 20 µM = 42; NOD1 NF-kB reporter = -26%; GPR35 antagonists = -2%
Record of COc1ccc(/C=C/C(=O)OCc2nc3ccccc3c(=O)[nH]2)c(OC)c1 → MgcRacGAP inhibition = 10%; NTR1 agonist = 2.6; UTI89 phage lysis = 0.6%[50 µM]; KOR beta-arrestin-2 = 5.3%; KOR beta-arrestin-1 = 3%; GPR55 activation = -0.2%; GPR55 LPI antagonism = -2%; NTR1 agonist cell count 20 µM = 55; NOD1 NF-kB reporter = -1%; GPR35 antagonists = 16%

Back to the main list with the 2 entries that preceded the break.
canonical_smiles,MgcRacGAP inhibition,NTR1 agonist,UTI89 phage lysis,KOR beta-arrestin-2,KOR beta-arrestin-1,GPR55 activation,GPR55 LPI antagonism,NTR1 agonist cell count 20 µM,NOD1 NF-kB reporter,GPR35 antagonists
Clc1cnc(N/N=C/c2cccs2)c(Cl)c1,13%,-0.6,0.4%,4.0%,-25%,-0.3%,14%,47,x,3%
CC(=O)Nc1cccc(OCC(=O)NCCC2=CCCCC2)c1,3%,1.2,0.4%,-4.1%,22%,0.5%,15%,54,-30%,-10%
CCN(CC(=O)NC1CCCC1)S(=O)(=O)c1ccc(F)cc1,7%,0.0,0.1%,-1.7%,-1%,-0.1%,16%,76,-13%,17%
O=C(NCCCO)/C(=C/c1ccc(-c2cccc([N+](=O)[O-])c2)o1)NC(=O)c1ccccc1,3%,0.7,0.3%,x,-60%[20 µM],-0.1%,0%,57,-8%,2%
O=C(CN1c2ccccc2Sc2ccccc21)N/N=C/c1ccc([N+](=O)[O-])cc1,-5%,5.5,-1.7%,-0.1%,8%,0.3%,12%,58,-10%,6%
Nc1nnc(Cc2ccc(F)cc2)s1,-3%,-0.5,u,6.1%,-36%,0.6%,-2%,53,-8%,32%
O=C(COC(=O)C1CC(=O)N(Cc2ccccc2)C1)Nc1ccc2c(c1)OCO2 (stereo not drawn),4%,-1.2,1.1%,20%,28%,-0.1%,-6%,79,-29%,16%
COc1cccc(OCc2cc(C(=O)N3CCN(C(C)=O)CC3)no2)c1,8%,-0.5,0.1%,4.1%,-8%,0.8%,-19%,59,-37%,-10%
C/C(=N\NC(=O)c1ccc(Cl)cc1)c1ccc2[nH]ccc2c1,5%,-2.1,-0.6%[50 µM],1.9%,-6%,0.0%,0%,84,3%,16%
CCN(CC(=O)NCCc1ccccc1)S(=O)(=O)c1ccc(Br)cc1,2%,0.4,0.3%,4.1%,-21%,0.2%,-11%,36,-15%,2%
NC(=O)CC(NC(=O)Cc1cccc2ccccc12)c1ccc(NCC2CC2)c([N+](=O)[O-])c1 (stereo not drawn),5%,3.6,-0.2%,-1.3%,45%,0.6%,-11%,48,-3%,8%
OC1CCN(C(=S)Nc2ccc(Oc3ccccc3)cc2)CC1,-11%,0.0,0.2%,-4.6%,-27%[20 µM],-0.1%,0%,101,-12%,1%
CCCCCCCN1N=C(C)C(C(=O)c2ccccc2)C1=O (stereo not drawn),7%,0.9,0.2%,-1.0%,-20%,0.0%,1%,69,14%,19%
CCOc1ccccc1C(=O)Nc1ccc2c(c1)C(=O)NC2=O,12%,0.0,0.1%,-4.2%,-3%[20 µM],-0.1%,-9%,65,-16%,4%
COc1ccc(-n2c(SC)nc(O)cc2=O)cc1,6%,0.2,-1.0%,9.4%,4%,0.2%,3%,68,17%,-12%
O=C(Nc1cccc(Cl)c1N1CCOCC1)c1cc([N+](=O)[O-])ccc1N1CCOCC1,-1%,5.9,-0.7%[50 µM],-1.3%,15%,-0.1%,0%,28,-19%,11%
COc1ccc(OC)c(N(C)S(=O)(=O)c2cc3c(cc2C)NC(=O)CO3)c1,1%,1.2,2.8%,-0.1%,-11%[20 µM],-0.1%,0%,51,38%,-2%
CCOC(=O)C1CCN(Cc2ccc(O)c3ncccc23)CC1,6%,0.9,-0.5%,-0.6%,11%,0.0%,-1%,91,-16%,9%
Cc1nn(Cc2ccccc2)c(Cl)c1/C=C/C(=O)OCC(=O)N1CCCC1=O,-2%,1.9,1.0%,-6.1%,6%,-0.4%,-7%,49,-13%,-1%
NC(=O)c1cc(Br)cc2c3c([nH]c12)CCCC3,9%,6.5,-12%,-1.7%,17%,0.3%,6%,38,34%,20%
O=[N+]([O-])c1cccc2nc(-c3ccccc3)c(-c3ccccc3)nc12,-3%,10,0.3%,-1.4%,16%,0.3%,12%,97,-5%,1%
CCOC(=O)c1sc(NC(=O)CSc2nc3ccccc3s2)c(C(=O)OCC)c1C,x,3.8,x,4.2%,-36%,-0.2%,1%,36,-23%,-3%
